Screening data: PubChem, several laboratories
TRPC4 potent = positive allosteric modulators of TRPC4, primary screen, cell-based, mouse TRPC4beta, HEK293 mu-opioid, Fluo-4 calcium | Short transient receptor potential channel 4 (Mus musculus), Q9QUQ5 | AID 2227, 2009 | actives 0.42% (n = 310,000) | DAMGO EC20, Fluo-4 Ca2+ flux; hits give high values | B-score at 10 µM;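 active = B-score of calcium response area above 5 SD of library B-scores, with initial fluorescence ratio within 5 SD of library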;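 note: B-score of integrated fluorescence ratio over time as area under calcium response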
Target sequence (Q9QUQ5 whole entry, looked up): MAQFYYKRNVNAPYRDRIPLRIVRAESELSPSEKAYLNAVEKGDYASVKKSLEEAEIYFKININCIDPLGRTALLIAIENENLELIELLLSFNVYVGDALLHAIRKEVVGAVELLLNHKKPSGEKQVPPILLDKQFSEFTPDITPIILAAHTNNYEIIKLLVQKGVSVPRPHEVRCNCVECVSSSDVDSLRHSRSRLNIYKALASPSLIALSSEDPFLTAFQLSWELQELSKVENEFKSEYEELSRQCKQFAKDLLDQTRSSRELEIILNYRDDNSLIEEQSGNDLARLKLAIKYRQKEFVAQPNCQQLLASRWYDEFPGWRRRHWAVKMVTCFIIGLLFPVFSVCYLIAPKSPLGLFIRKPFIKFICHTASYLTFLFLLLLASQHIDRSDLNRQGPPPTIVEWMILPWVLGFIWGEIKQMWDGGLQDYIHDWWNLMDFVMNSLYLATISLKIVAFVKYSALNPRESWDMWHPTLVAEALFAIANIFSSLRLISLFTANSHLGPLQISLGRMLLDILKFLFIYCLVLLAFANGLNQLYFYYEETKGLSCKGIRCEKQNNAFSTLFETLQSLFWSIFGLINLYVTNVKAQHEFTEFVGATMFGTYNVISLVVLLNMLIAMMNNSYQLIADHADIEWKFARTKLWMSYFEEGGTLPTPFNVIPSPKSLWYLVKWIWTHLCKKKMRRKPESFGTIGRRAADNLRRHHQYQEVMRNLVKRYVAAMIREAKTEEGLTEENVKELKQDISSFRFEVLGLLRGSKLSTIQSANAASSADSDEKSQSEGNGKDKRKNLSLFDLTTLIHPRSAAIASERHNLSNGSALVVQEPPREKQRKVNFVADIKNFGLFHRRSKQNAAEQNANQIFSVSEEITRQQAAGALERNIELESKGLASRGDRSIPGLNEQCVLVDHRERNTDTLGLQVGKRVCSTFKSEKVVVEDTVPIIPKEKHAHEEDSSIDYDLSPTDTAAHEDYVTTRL
SKKanGAS inh = S. pyogenes SKKanGAS growth inhibitors in kanamycin, primary screen, streptokinase expression inhibitor project, SKKanGAS strain, BacTiter-Glo luminescence; 6 h; inhibition, % at 7.5 µM; actives 1.3% (n = 300,000);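 active = mean replicate score, as percent of positive control median, at least 50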;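 note: strain carries kanamycin resistance gene driven by streptokinase promoter and grows in 40 µg/ml kanamycin; loss of luminescence reflects streptokinase promoter inhibition or plain growth inhibition; 0% = median of DMSO wells and 100% = positive control at its reference dose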
MrgX1 antagonist = antagonists of human MrgX1 receptor, primary screen, HEK293 cells, Fluo-4 calcium flux; BAM8-22 antagonism; hits give low values; B-score at 10 µM; actives 1.3% (n = 310,000); AID 588676, 2011; Mas-related G-protein coupled receptor member X1 (Homo sapiens), Q96LB2;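 active = calcium-response B-score plate-corrected more than 3 library SD below zero, starting fluorescence within 5 deviations, no agonist response on first addition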;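 note: peak minus trough fluorescence over baseline after final BAM8-22 challenge near maximal dose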
TRPC6 activator = mouse TRPC6 channel activators, primary screen, cell-based, HEK293, membrane potential dye; HEK293-TRPC6 membrane potential dye fluorescence; hits give high values; B-score at 10 µM; AID 2550, 2010; actives 0.13% (n = 310,000);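 active = B-score of the integrated fluorescence ratio above library mean plus 3 SD, and starting fluorescence ratio within library mean plus 5 SD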;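 note: higher score means more depolarization so channel activation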
TRPC6 inhibitor = mouse TRPC6 channel inhibitors, primary screen, cell-based, HEK293, membrane potential dye; ACh-evoked depolarization; hits give low values; B-score at 10 µM; actives 1.1% (n = 310,000); AID 2553, 2010;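 active = B-score under library mean minus 3 SD, initial fluorescence not abnormally high, positive integrated signal ratio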;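 note: B-score derived from integrated fluorescence ratio over the kinetic read; more negative B-score means stronger inhibition of depolarization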
MrgX1 ag = agonists of human MrgX1 receptor, primary screen, HEK293 cells, Fluo-4 calcium flux. Fluo-4 calcium fluorescence, agonist mode; hits give high values. Mas-related G-protein coupled receptor member X1 (Homo sapiens), Q96LB2. actives 0.44% (n = 310,000). B-score at 10 µM;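 active = calcium response B-score plate-corrected fluorescence ratio at least 3 library SD, with starting fluorescence B-score inside 5 SD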
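System: HEK293 cells stably expressing human MrgX1 receptor; Dosing: test compound in the initial addition of three; Schedule: overnight plating, then 30 min 37 °C plus 30 min room-temperature dye loading; Detection: kinetic calcium dye fluorescence, Fluo-4 NW; Controls: per-plate positive and negative controls for Z′ factor.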
TMEM16A inh = TMEM16A chloride channel inhibitors, primary screen, cell-based, HTS; Anoctamin-1 (Mus musculus), Q8BHY3; actives 1.2% (n = 310,000); normalized B-score (activity score, 25-100; higher = stronger inhibition) at 10 µM; HEK293 TMEM16A/YFP iodide influx fluorescence, ionomycin; AID 588511, 2011;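 active = ratio plate-corrected score three or more library SD toward inhibition, starting fluorescence score within five deviations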;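 note: score derived from kinetic fluorescence span divided by baseline fluorescence per well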
TRPC4 act = activators of mouse TRPC4 channel, primary screen, Fluo4 calcium, HEK293 TRPC4beta/mu-opioid cells; Short transient receptor potential channel 4 (Mus musculus), Q9QUQ5; Fluo4 calcium fluorescence; hits give high values; B-score at 10 µM; actives 0.49% (n = 310,000);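 active = B-score above 5 SD of library B-scores, and initial fluorescence ratio not above library mean plus 5 SD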;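 note: positive B-score marks a calcium rise read as TRPC4 activation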
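Assay system: HEK293 stable line with TRPC4beta plus mu-opioid receptor; schedule: 45 min room-temperature Fluo4 loading, 110 s read; technique: kinetic Fluo4 calcium fluorescence; evaluation: integrated baseline-normalised fluorescence ratio, converted to per-well B score; controls: buffer (low) and maximal DAMGO (high)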
TMEM16A act = TMEM16A chloride channel activators or potentiators, primary screen, cell-based, HTS. Anoctamin-1 (Mus musculus), Q8BHY3. actives 0.3% (n = 340,000). AID 623877, 2012. B-score at 10 µM. HEK293 TMEM16A/YFP-H148Q/I152L, iodide quench fluorescence; hits give low values;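 active = fluorescence-ratio B-score plate-corrected deviation score at least 3 library SD below zero, with starting fluorescence score within 5 deviations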;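 note: channel opened by trigger with iodide after compound preincubation; score built on the fluorescence ratio of max minus min over baseline; more negative score means more quench and so TMEM16A activation or potentiation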
MrgX1 PAM = positive allosteric modulators of MrgX1, primary screen, HEK293 cells, Fluo-4 calcium flux; actives 0.63% (n = 310,000); FDSS; hits give high values; AID 588675, 2011; B-score at 10 µM;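 active = plate-corrected calcium response at least 3 library SD above typical, normal starting fluorescence, not activating the receptor alone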;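 note: compound read alongside a low EC10 to EC30 dose of BAM8-22 agonist; peak minus trough fluorescence over baseline measured at the second addition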
TRPC4 inh = inhibitors of mouse TRPC4 channel, primary screen, Fluo4 calcium, HEK293 TRPC4beta/mu-opioid cells | Short transient receptor potential channel 4 (Mus musculus), Q9QUQ5 | DAMGO-evoked Fluo4 calcium flux; hits give low values | B-score at 10 µM | actives 0.39% (n = 300,000) | AID 2247, 2010;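 active = B-score over 3 SD under the library average, no early fluorescence shift, positive overall ratio signal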
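material = TRPC4beta/mu-opioid receptor HEK293 cell line | probe or stimulus = sequential submaximal and maximal DAMGO stimulation | compound dosing = one concentration per compound | measured by = Fluo4 Ca2+ flux fluorescence | evaluation = integrated fluorescence ratio relative to baseline, converted to per-well B score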
Numbers without * were called inactive; i = inactive; x = not tested or not shown.

| SMILES | TRPC4 potent | SKKanGAS inh | MrgX1 antagonist | TRPC6 activator | TRPC6 inhibitor | MrgX1 ag | TMEM16A inh | TRPC4 act | TMEM16A act | MrgX1 PAM | TRPC4 inh |
| --- | --- | --- | --- | --- | --- | --- | --- | --- | --- | --- | --- |
| CCOc1c(Cl)cc(C(=O)NCCN2CCCCC2)cc1Cl | i | 3 | i | i | i | i | i | i | i | i | i |
| CCn1c(CC(=O)Nc2ccccc2C)nnc1SCC(=O)NC1CCCC1 | i | -5 | i | i | i | i | i | i | i | i | i |
| COc1cc(C(=O)O)nc(OC)n1 | i | -4 | i | i | i | i | i | i | i | i | i |
| O=C1NC(=O)C(Cc2ccccc2)(c2cccnc2)N1 (configuration not stated) | i | -1 | i | i | i | i | i | i | i | i | i |
| COc1ccc(Cl)cc1N(CC(=O)NC(C)(C)C)S(=O)(=O)c1ccc(C)c([N+](=O)[O-])c1 | i | 5 | i | i | i | i | i | i | i | i | i |
| COc1ccc(C2C(C(C)=O)=C(O)C(=O)N2CCc2c[nH]c3ccccc23)cc1 (configuration not stated) | i | -1 | i | i | i | i | i | i | i | i | i |
| CCOC(=O)C(=O)Nc1ccc(S(=O)(=O)Nc2ncccn2)cc1 | i | 1 | i | i | i | i | 25* | i | i | i | i |
| CCC1CCc2sc(C(=O)NC3CCN(Cc4ccccc4)CC3)cc2C1 (configuration not stated) | i | -13 | i | i | i | i | i | i | i | i | i |
| O=C(/C=C/c1ccc([N+](=O)[O-])cc1)NCCc1ccccc1 | i | -23 | i | i | i | i | i | i | i | i | i |
| COC(=O)CSc1cc(SCC(=O)OC)c(C#N)c(SCC(=O)OC)c1 | i | 11 | i | i | i | i | i | i | i | i | i |
| CC(C)CCN1C(=O)c2ccc(-c3nc4ccccc4c(=O)o3)cc2C1=O | i | 9 | i | i | i | i | i | i | i | i | i |
| C=CCN1C=C2C(=O)C(C)(OC(=O)C3CCCC3)C(=O)C=C2C=C1c1ccsc1 (configuration not stated) | i | 1 | i | i | i | i | i | i | i | i | i |
| CCCCC(=O)NC(c1ccco1)c1c(O)ccc2ccccc12 (configuration not stated) | i | -11 | i | i | i | i | i | i | i | i | i |
| Cc1cc([N+](=O)[O-])nn1Cc1c(F)c(F)c(F)c(F)c1F | i | -2 | i | i | i | i | i | i | i | i | i |
| COC(=O)c1ccc(CN2CCN(Cc3ccccc3)C(CCO)C2)cc1 (configuration not stated) | i | -17 | i | i | i | i | i | i | i | i | i |
| Cc1ccc(S(=O)(=O)C2(C(=O)Nc3ccc(F)cc3)CC2)cc1 | i | -15 | i | i | i | i | i | i | i | i | i |
| CCOC(=O)N1CCN(C(=O)c2ccc3c(c2)N=C(C)c2cc(Cl)ccc2S3)CC1 | i | 13 | i | i | i | i | i | i | i | i | i |
| CCC(C(=O)Nc1cccc(C(F)(F)F)c1)c1ccccc1 (configuration not stated) | i | 1 | i | i | i | i | i | i | -6.6* | i | i |
| Cc1ccc2cc3cc(C(=O)NCCC(C)C)oc3nc2c1 | i | -2 | i | i | i | i | i | i | i | i | i |
| Cc1[nH]nc2c1C1(CCC3(CC1)OCCO3)C(C#N)=C(N)O2 | i | -3 | i | i | i | i | i | i | i | i | i |
| N#CC1=C(N)Oc2cc(N)ccc2C1c1ccc(Cl)cc1 (configuration not stated) | i | 2 | i | 12* | i | i | i | i | i | i | i |
| FC(F)(F)c1cccc(N/N=C/c2ccccc2)c1 | x | x | i | x | x | i | i | x | i | i | x |
| Cn1cc(S(=O)(=O)N2CCC(C(N)=O)CC2)c(=O)n(C)c1=O | i | -2 | i | i | i | i | i | i | i | i | i |
| CCOc1ccc(N=C2NC(=O)SC2CC(=O)OC)cc1 (configuration not stated) | i | -2 | i | i | i | i | i | i | i | i | i |
| OCCN(Cc1ccccc1)Cc1ccc(Cl)cc1 | i | 4 | i | i | i | i | i | i | i | i | i |
| COc1cc(/C=N/NC(=O)c2cccc([N+](=O)[O-])c2)ccc1OC(=O)c1ccco1 | i | 2 | i | i | i | i | i | i | i | i | i |
| CCN1CCN(c2cc(C)c3cc(NC(=O)c4cncc(Br)c4)ccc3n2)CC1 | i | -4 | i | i | -11* | i | i | i | i | i | i |
| CN(Cc1nc(Cc2cccc(F)c2)no1)CC1COCCO1 (configuration not stated) | i | -3 | i | i | i | i | i | i | i | i | i |
| Nc1ccc(C(=O)NCC2(c3ccccc3)CCCC2)cc1 | i | x | i | i | i | i | i | i | i | i | i |
| CC(C)(C)c1ccc(C(=O)N2CCCN(c3ccc([N+](=O)[O-])cn3)CC2)cc1 | i | 0 | i | i | i | i | i | i | i | i | i |
| O=C(c1ccc(F)cc1)C1CCN(C(=S)NCC2CCCO2)CC1 (configuration not stated) | i | 1 | i | i | i | i | i | i | i | i | i |
| O=C(CSc1ncc(-c2ccccc2)n1CC1CCCO1)N1CCCCC1 (configuration not stated) | i | 5 | i | i | -6* | i | i | i | i | i | i |
| O=C1c2ccccc2C(=O)C1c1ccccc1 | i | -4 | i | i | i | i | i | i | i | i | i |
| CO/N=C(\CCC(=O)O)c1cccs1 | i | -4 | i | i | i | i | i | i | i | i | i |
| COc1ccccc1OCC(=O)OCC(=O)Nc1ncc(Cl)cc1Cl | i | 12 | i | i | i | i | i | i | i | i | i |
| Cn1c(=O)c2ccccc2n(Cc2ccccc2Cl)c1=O | i | -4 | i | i | i | i | i | i | i | i | i |
| CC1CN(C(=O)COc2ccc3ccccc3c2Br)CC(C)O1 (configuration not stated) | i | -3 | i | i | i | i | i | i | i | i | i |
| COc1ccc(CCNC(=O)c2ccc3nc[nH]c3c2)cc1 | i | -1 | i | i | i | i | i | i | i | i | i |
| Cc1cc(C)n(C(=O)c2ccccc2[N+](=O)[O-])n1 | i | -2 | i | i | i | i | i | i | i | i | i |
| CCOc1cc(C(N)=O)cc(Cl)c1OCC | i | 1 | i | i | i | i | i | i | i | i | i |
| CS(=O)(=O)c1ccccc1C(=O)NCCC(c1ccccc1)c1ccccc1 | i | -1 | i | i | i | i | i | i | i | i | i |
| COc1ccc(NS(=O)(=O)c2cc(NC(=O)c3cnccn3)ccc2N2CCCC2)cc1 | i | 0 | i | i | i | i | i | i | i | i | i |
| Cc1ccc(-c2ccc(S(=O)(=O)N3CCCC3)cc2)cc1 | i | x | i | i | i | i | i | i | i | i | i |
| COc1cc(/C=N/NC(=O)CCN2CCN(Cc3ccccc3)CC2)cc(OC)c1OC | i | 5 | i | i | i | i | i | i | i | i | i |
| Cc1ccc(NC(=O)CCOc2ccccc2)cc1 | i | -3 | i | i | i | i | i | i | i | i | i |
| COC(=O)c1ccc(CSc2nnc(-c3c[nH]c4ccccc34)n2C)o1 | i | -4 | i | i | i | i | i | i | i | i | i |
| NC(=O)c1sc(=S)n(-c2ccc(Br)cc2)c1N | i | 2 | i | i | i | i | i | i | i | i | i |
| O=C(CSc1nc2ccccc2c(=O)[nH]1)c1ccc(O)c(O)c1 | i | -1 | i | i | i | i | i | i | i | i | i |
| Clc1cccc(Cl)c1Cn1nnc(-c2cccs2)n1 | i | 11 | i | i | i | i | i | i | i | i | i |
| O=C(CNC(=S)N(Cc1ccccc1)Cc1ccccc1F)NCc1ccccc1 | i | -3 | i | i | i | i | i | i | i | i | i |

The list goes on.
| SMILES | TRPC4 potent | SKKanGAS inh | MrgX1 antagonist | TRPC6 activator | TRPC6 inhibitor | MrgX1 ag | TMEM16A inh | TRPC4 act | TMEM16A act | MrgX1 PAM | TRPC4 inh |
| --- | --- | --- | --- | --- | --- | --- | --- | --- | --- | --- | --- |
| COc1ccc(C2(C)CC(=O)NC2=O)cc1 (configuration not stated) | i | -1 | i | i | i | i | i | i | i | i | i |
| CCCCN(CCCC)c1nc2ccccc2nc1C(C#N)C(=O)NCCCOC (configuration not stated) | i | -1 | i | i | i | i | i | i | i | i | i |
| COC(=O)c1ccccc1NC(=O)Cn1c(=O)n(CCC(=O)NC2CCN(Cc3ccccc3)CC2)c(=O)c2ccccc21 | i | -4 | i | i | i | i | i | i | i | i | i |
| COc1cccc(NC(=O)c2ccc3c(c2)OCCO3)c1 | i | 24 | x | i | i | x | x | i | i | x | i |
| CCOc1ccc(NC(=O)CSc2nc(NS(=O)(=O)c3ccc(C)cc3)cc(=O)[nH]2)cc1 | i | 13 | x | i | i | x | x | i | i | x | i |
| CN1CCN(S(=O)(=O)c2ccc(NC(=O)c3ccccc3F)cc2)CC1 | i | -1 | i | i | i | i | i | i | i | i | i |
| COC(=O)c1c(-c2ccccc2)noc1-c1ccccc1 | i | 1 | i | i | i | i | i | i | i | i | i |
| CC1CC(C)(C)NC(=S)N1CCC(=O)N1CCN(Cc2ccccc2)CC1 (configuration not stated) | i | 11 | i | i | i | i | i | i | i | i | i |
| COCCn1c(-c2ccc(Cl)cc2)cnc1SCC(=O)NCc1cccs1 | x | x | i | x | x | i | i | x | i | i | x |
| Cc1ccc(NC(=O)COc2ccc(-n3cnnn3)cc2)cc1C | i | 1 | i | i | i | i | i | i | i | i | i |
| CCn1c(=S)[nH]c2nc3c(cc2c1=O)CCCC3 | i | 11 | i | i | i | i | i | i | i | i | i |
| Cc1ccc(CSC2=Nc3ccccc3C3=NC(=O)CN23)cc1 | i | 22 | i | i | i | i | i | i | i | i | i |
| O=C(Cc1sc(-c2ccccc2)nc1-c1ccccc1)Nc1ccccc1 | i | 7 | i | i | i | i | i | i | i | i | i |
| O=C(Nc1cccc(Cl)c1)Nc1cc(S(=O)(=O)N2CCOCC2)ccc1N1CCCC1 | i | -3 | i | i | i | i | i | i | i | i | i |
